FUS suppressor: FUS proteinopathy suppression in yeast | Potency, µM (doses to about 76.6 µM), without a hit: top-dose growth rescue (activation), actives largely listed as activators | 390,000 compounds, 0.24% hits | S. cerevisiae FUS-expressing, growth rescue, OD600, 24 h;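 note: plate controls were DMSO vehicle for no effect and reference control for full effect; nearly all actives have a fitted effect of over 55% in size; some results filed as inactive show a strong effect at the top dose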
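Cultures pregrown in 2.5% raffinose medium are shifted to minimal medium containing 2% galactose to express toxic FUS. Compounds are tested at several concentrations. After 24hr at 30C, growth is quantified at 600 nm absorbance.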
aSyn yeast inh: alpha-synuclein toxicity inhibition in yeast; Yeast expressing alpha-synuclein, growth rescue, BacTiter-Glo, 24 h; Potency, µM (series often up to 46.1 µM), for the others: at the highest dose growth rescue (activation), usual class: activators; 370,000 compounds, 0.14% hits; note: % of control where 0% means no effect; nearly all actives have a fitted effect of over 65% in size
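Screening used galactose-induced yeast with toxic alpha-synuclein levels, exposed to compound for 24 hr at 30 deg C. Cell growth, read with BacTiter-Glo luminescence, gave the measured signal.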
EPAC1 antagonist: blocks human EPAC1 exchange factor. AID 720709. EPAC1 GEF assay, Rap1b-BODIPY-GDP exchange fluorescence. Potency, µM (titrated, usually from 115 µM), for inactives: at the highest dose activity change, negative = inhibition, usual class: inhibitors. O95398. 360,000 compounds, 0.14% hits;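 note: plate controls were vehicle for no effect and positive control for full effect; nearly all actives have a fitted effect of over 50% in size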
Target sequence (O95398 whole entry, looked up): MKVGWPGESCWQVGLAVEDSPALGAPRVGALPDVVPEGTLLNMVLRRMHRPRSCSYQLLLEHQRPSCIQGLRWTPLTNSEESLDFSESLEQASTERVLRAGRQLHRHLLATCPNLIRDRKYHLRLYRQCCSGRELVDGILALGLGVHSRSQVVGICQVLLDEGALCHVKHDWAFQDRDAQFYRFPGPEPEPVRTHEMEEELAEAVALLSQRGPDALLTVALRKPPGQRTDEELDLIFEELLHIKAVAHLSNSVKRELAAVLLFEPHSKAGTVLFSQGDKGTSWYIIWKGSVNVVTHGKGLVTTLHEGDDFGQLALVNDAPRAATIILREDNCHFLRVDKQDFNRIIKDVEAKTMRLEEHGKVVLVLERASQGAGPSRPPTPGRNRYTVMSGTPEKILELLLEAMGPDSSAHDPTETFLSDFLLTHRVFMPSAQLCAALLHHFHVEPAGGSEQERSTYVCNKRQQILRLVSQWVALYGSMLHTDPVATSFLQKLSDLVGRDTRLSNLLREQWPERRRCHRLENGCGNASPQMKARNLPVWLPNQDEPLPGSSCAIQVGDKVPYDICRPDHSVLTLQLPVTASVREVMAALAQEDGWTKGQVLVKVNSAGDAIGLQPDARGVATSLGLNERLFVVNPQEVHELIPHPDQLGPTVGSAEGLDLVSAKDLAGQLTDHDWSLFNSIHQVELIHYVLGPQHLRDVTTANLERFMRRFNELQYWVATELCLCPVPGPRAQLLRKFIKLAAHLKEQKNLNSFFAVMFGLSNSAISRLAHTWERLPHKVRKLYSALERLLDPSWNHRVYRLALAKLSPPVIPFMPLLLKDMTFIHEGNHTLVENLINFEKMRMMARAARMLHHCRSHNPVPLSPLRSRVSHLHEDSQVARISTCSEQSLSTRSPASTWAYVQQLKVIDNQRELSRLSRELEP
EPAC1 agonist: EPAC1 (human) agonism. EPAC1 agonist qHTS, biochemical assay; response scale: 100% = response to 6.5 mM cAMP. Potency, µM (titrated, usually from 154 µM), for inactives: at the top dose activation, usual class: activators. 360,000 compounds, 0.073% hits; note: nearly all actives have a fitted effect of over 60% in size
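Nucleotide exchange assay: 100 nM EPAC1 with 250 nM Rap1B loaded with BODIPY-GDP and 50 uM GDP, room temperature. Fluorescence (480/540 nm) read every 5 min for 30 min; signal change normalized to 6.5 mM cAMP as full agonist.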
EPAC2 agonist: agonists of human EPAC2 (RAPGEF4) | Q8WZA2 | EPAC2 activation, biochemical qHTS; response scale: 100% = 6.5 mM cAMP response | Potency, µM (doses to about 154 µM), for the others: top-dose activation, usual class: activators | 360,000 compounds, 0.079% hits; note: nearly all actives have a fitted effect of over 50% in size
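Nucleotide exchange monitored as fluorescence drop when BODIPY-GDP leaves Rap1B. Reaction: 100 nM EPAC2, 250 nM RAP1B-BODIPY-GDP, 50 uM GDP, room temperature, kinetic read over 30 min. Activity expressed relative to 6.5 mM cAMP.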
EPAC2 antag: EPAC2 (human) antagonism | EPAC2 GEF exchange of Rap1B-BODIPY-GDP, fluorescence | Potency, µM (top dose mostly 114 µM), for inactives: at the top dose activity, negative = inhibition, actives largely listed as inhibitors | Q8WZA2 | 360,000 compounds, 0.18% hits | AID 720708; note: % is set by controls: 0 for no effect and ±100 for the full control effect; nearly all actives have a fitted effect of over 45% in size; many of its hits are not listed in these tables
TDP43 rescue: inhibitors of TDP-43 toxicity in yeast. TDP-43 expressing yeast growth rescue, BacTiter-Glo, 24 h. AID 652104. Potency, µM (top dose mostly 46.1 µM), for the others: at the top dose growth rescue (activation), most hits filed as activators. 410,000 compounds, 1.8% hits; note: % of control where 0% means no effect; nearly all actives have a fitted effect of over 50% in size
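In this qHTS, compounds that restore growth of yeast expressing TDP-43 appear as activators. Cells (OD600=0.02, galactose medium, raffinose-pregrown) are incubated with compound 24 hr at 30 deg C and growth is quantified by BacTiter-Glo.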
PTHR1 agonist: PTHR1 (human) receptor agonism. AID 743266. 410,000 compounds, 0.075% hits. Potency, µM (top dose mostly 115 µM), for the others: top-dose activation, usual class: activators. HEK293 GP2 PTHR1 cells, GloSensor cAMP luminescence, 1 h. Q03431; note: nearly all actives have a fitted effect of over 55% in size; some results filed as inactive show a strong effect at the top dose; inactives centre near -15; many of its hits are not listed in these tables
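HEK-293-derived GP2 cells expressing PTHR1 and a GloSensor cAMP reporter, 3,000/well, plated overnight, given luciferin plus IBMX (each 0.5 mM as added) for 1 h at 37 °C, then compound for 1 h at 37 °C. Luminescence was read after 15 min at room temperature.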
Numbers without * were called inactive; i = inactive; ? = inconclusive; . = not tested or not shown; & = joins results of further samples; [ ] = another dose, or the depositor's remark. Calls come from the whole dose curve; as a rule, active = well fitted curve in the direction sought with a large enough effect; inconclusive = small, poorly fitted or top-dose-only effect, or another doubt; inactive = no such curve, though single readings can be large; an effect the other way counts as inactive or inconclusive. Potency is the fitted concentration of half-maximal effect.

SMILES | FUS suppressor | aSyn yeast inh | EPAC1 antagonist | EPAC1 agonist | EPAC2 agonist | EPAC2 antag | TDP43 rescue | PTHR1 agonist
O=C1CCc2cc(OCCCCc3nnnn3C3CCCCC3)ccc2N1 | -10.6% | 10.3%&-0.4% | 17.4% | -11.6% | 1.6% | -3.7% | 18.3% | -9.2%
COc1cc(C(=O)NCCCCCC(=O)O)cc(OC)c1OC | -28.5% | 0.9% | -8.9% | -11.4% | 5.0% | -4.7% | 12.0% | -13.5%
CC(C)(C)c1ccc(S(=O)(=O)c2cnc(SCC(=O)Nc3ccc(F)c(Cl)c3)[nH]c2=O)cc1 | 7.2% | -13.4% | . | . | . | . | 11.0% | i
COc1cc(NC(=O)c2cc(C3CC3)on2)c(OC)cc1Cl | -18.3% | 0.9% | -1.3% | -3.7% | 0.3% | 3.1% | 6.4% | i
CCN(CC)CCOC(=O)C(c1ccccc1)c1ccccc1 | -29.0% | 4.1% | -0.7% | -12.1% | 1.3% | 1.6% | ? | -8.8%
CC(=O)OCC(=O)C1(O)CCC2C3CCC4=CC(=O)C=CC4(C)C3(F)C(O)CC21C (centres undefined) | . | 4.7% | 11.9% | -4.1% | 0.1% | 13.9% | 0.0% | -19.7%
Nc1ncnc(Nc2ccccc2)n1 | -26.6% | 10.6% | 0.5% | -28.5% | 4.7% | 3.3% | 0.0% | -22.6%
CCCN(CCC)C(=O)C(CCC(=O)O)NC(=O)c1ccccc1 (centres undefined) | -33.5% | 3.6%&7.5% | -9.6% | -28.7% | -1.2% | 18.6% | 19.1% | -24.1%
CCCc1cc(C(N)=S)ccn1 | -31.7% | -7.9% | -10.5% | -17.0% | 4.1% | -7.1% | 0.0% | -9.3%
CCC(Cc1c(I)cc(I)c(N)c1I)C(=O)O (centres undefined) | -29.9% | 21.0% | -3.4% | -2.8% | -0.8% | ? | -91.5%[inhibitor] | -2.8%
C#C[C@]1(O)CC[C@H]2[C@@H]3CCC4=CC(=O)CC[C@@H]4[C@H]3CC[C@@]21CC | 1.7%&-29.8% | -0.1%&1.3% | 12.4%&-12.9% | -17.6%&-14.2% | 6.0%&-3.4% | 4.9%&0.8% | 0.0%&12.9% | -53.4%&-45.2%[inhibitor]
C[C@@H](O)CC(=O)O | -31.5%&-32.1% | 0.1%&-0.5% | -10.3%&-0.8% | -12.3%&-2.4% | 8.1%&1.6% | 13.5%&-3.1% | 24.2%&21.3% | -0.5%&-26.0%
O=C1c2ccccc2C(=O)c2c(O)c(O)cc(O)c21 | 13.7% | -28.7% | ? | 0.8% | 9.9% | 25.0% | -30.1%[inhibitor] | -2.5%
C[C@H]1c2cccc(O)c2C(O)=C2C(=O)[C@]3(O)C(O)=C(C(N)=O)C(=O)[C@@H](N(C)C)[C@@H]3[C@@H](O)[C@@H]21 | 23.0% | -12.7%&-11.5% | -11.8% | -11.8% | 6.6% | -13.7% | -17.3% | -16.3%
CCN(CC)S(=O)(=O)c1ccc(C(=O)O)cc1 | 28.2% | 2.2% | -14.1% | 6.2% | 12.1% | 9.1% | 0.0% | i
CCOC(=O)Nc1ccc2c(c1)N(C(=O)CCN1CCOCC1)c1ccccc1S2 | 12.8%&-12.5% | -2.7%&0.5% | -6.1%&10.4% | 5.7%&-0.8% | 3.1%&-2.5% | -7.7%&1.1% | -5.0%&7.2% | -40.4%[inhibitor]
COc1ccccc1OC(=O)Oc1ccccc1OC | -16.2% | 10.8% | 0.4% | 3.6% | 10.8% | -10.0% | 0.8% | -3.9%
Nc1cc(=O)[nH]c(N)n1 | -25.7% | -6.6%&-0.6% | -16.0% | -4.2% | -3.3% | -2.3% | 29.5% | -22.6%
C/C=C(/C)C(=O)O[C@@H]1c2cc3c(c4c2[C@@]2(CO4)C(=O)C(OC)=C(OC)C=C2C[C@@H](C)[C@H]1C)OCO3 | 22.0% | 8.7% | 0.5% | 5.5% | -1.3% | 3.2% | -11.3% | i
C[C@H]1c2cccc(O)c2C(O)=C2C(=O)C3(O)C(O)=C(C(N)=O)C(=O)[C@@H](N(C)C)[C@@H]3[C@@H](O)[C@@H]21 (some centres undefined) | 1.7% | -3.8% | -5.0% | -20.6% | 8.7% | 17.6% | 19.8% | -9.0%
CCC12CCCN3CCc4c(n(c5ccccc45)C(O)(C(=O)OC)C1)C32 (centres undefined) | 3.6% | 2.3% | -13.8% | 15.2% | 10.9% | 9.4% | 4.9% | -6.7%
CC1(C)Oc2ccc(C#N)cc2[C@@H](N2CCCC2=O)[C@@H]1O | -25.2% | 7.5% | -2.2% | 16.7% | 0.1% | -9.7% | ? | -9.1%

Sorted by the number under EPAC1 antagonist (rising): four of the compounds above.
canonical_smiles	EPAC1 antagonist	EPAC2 agonist	EPAC2 antag	PTHR1 agonist
COc1cc(C(=O)NCCCCCC(=O)O)cc(OC)c1OC	-8.9%	5.0%	-4.7%	-13.5%
C[C@H]1c2cccc(O)c2C(O)=C2C(=O)C3(O)C(O)=C(C(N)=O)C(=O)[C@@H](N(C)C)[C@@H]3[C@@H](O)[C@@H]21 (some centres undefined)	-5.0%	8.7%	17.6%	-9.0%
CCC(Cc1c(I)cc(I)c(N)c1I)C(=O)O (centres undefined)	-3.4%	-0.8%	?	-2.8%
CC(=O)OCC(=O)C1(O)CCC2C3CCC4=CC(=O)C=CC4(C)C3(F)C(O)CC21C (centres undefined)	11.9%	0.1%	13.9%	-19.7%

Some of the entries above, reformatted:
> C/C=C(/C)C(=O)O[C@@H]1c2cc3c(c4c2[C@@]2(CO4)C(=O)C(OC)=C(OC)C=C2C[C@@H](C)[C@H]1C)OCO3
  FUS suppressor: 22.0% | aSyn yeast inh: 8.7% | EPAC1 antagonist: 0.5% | EPAC1 agonist: 5.5% | EPAC2 agonist: -1.3% | EPAC2 antag: 3.2% | TDP43 rescue: -11.3% | PTHR1 agonist: i
> C[C@H]1c2cccc(O)c2C(O)=C2C(=O)C3(O)C(O)=C(C(N)=O)C(=O)[C@@H](N(C)C)[C@@H]3[C@@H](O)[C@@H]21 (some centres undefined)
  FUS suppressor: 1.7% | aSyn yeast inh: -3.8% | EPAC1 antagonist: -5.0% | EPAC1 agonist: -20.6% | EPAC2 agonist: 8.7% | EPAC2 antag: 17.6% | TDP43 rescue: 19.8% | PTHR1 agonist: -9.0%

An excerpt; rates above refer to the full screens.
